LYPLA1 inh: LYPLA1 inhibitors, primary screen, counter-screen for PME1 inhibitor project, biochemical, fluorescence polarization, FP-Rh probe ABPP; Acyl-protein thioesterase 1 (Homo sapiens), O75608; recombinant LYPLA1; inhibition, % at 5.9 µM; actives 0.16% (n = 320,000); AID 2174, 2009;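 active = inhibition above the mean of all tested compounds plus 3 SD, set per campaign, cut at about 14% in these data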;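 also: inhibitors block serine hydrolase probe labeling of LYPLA1 so polarization falls; 0% = enzyme with DMSO and 100% = wells lacking LYPLA1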
Target sequence (O75608 whole entry, looked up): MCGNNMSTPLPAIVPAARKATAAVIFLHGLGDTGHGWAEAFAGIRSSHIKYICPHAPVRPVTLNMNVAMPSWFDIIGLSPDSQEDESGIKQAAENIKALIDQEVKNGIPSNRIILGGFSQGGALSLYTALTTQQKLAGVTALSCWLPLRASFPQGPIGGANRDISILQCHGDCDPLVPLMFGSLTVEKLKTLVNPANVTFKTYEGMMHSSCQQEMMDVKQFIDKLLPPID
PAFAH1B2 inh: PAFAH1B2 enzyme inhibitors, primary screen, biochemical, fluorescence polarization, human | Platelet-activating factor acetylhydrolase IB subunit alpha2 (Homo sapiens), P68402 | recombinant PAFAH1B2, FP-rhodamine activity probe | inhibition, % at 3.39 µM | actives 1.2% (n = 340,000) | AID 492953, 2010;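 active = inhibition above the mean of all tested compounds plus 3 SD, cut at about 24% in these data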;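 also: 0% = enzyme with DMSO and 100% = wells lacking PAFAH1B2; many of its hits are not listed in these tables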
Target sequence (P68402 whole entry, looked up): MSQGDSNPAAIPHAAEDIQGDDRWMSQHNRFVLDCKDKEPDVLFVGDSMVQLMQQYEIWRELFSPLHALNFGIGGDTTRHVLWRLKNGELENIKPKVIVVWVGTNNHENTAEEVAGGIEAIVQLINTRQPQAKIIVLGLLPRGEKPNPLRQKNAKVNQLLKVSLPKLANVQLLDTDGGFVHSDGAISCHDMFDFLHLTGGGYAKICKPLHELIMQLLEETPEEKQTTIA
GSTO1 counter: inhibitors of recombinant GSTO1, primary screen, counter-screen for RBBP9 inhibitor project, biochemical, fluorescence polarization. actives 1.1% (n = 300,000). Glutathione S-transferase omega-1 (Homo sapiens), P78417. AID 1974, 2009. activity-based probe fluorescence polarization. inhibition, % at 5.96 µM;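 active = inhibition above the campaign mean inhibition plus 3 SD, cut at about 35% in these data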;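 also: 0% = GSTO1-1 with DMSO and 100% = wells lacking GSTO1-1 enzyme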
Fam108B inh: mouse Fam108B serine hydrolase inhibitors, primary screen, counter-screen for RBBP9 inhibitor project, biochemical, fluorescence polarization | recombinant Fam108B, FP-Rh probe fluorescence polarization | inhibition, % at 9.51 µM | actives 0.33% (n = 300,000) | AID 1947, 2009;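 active = inhibition above the screen mean inhibition plus 3 SD, computed separately per campaign, cut at about 18% in these data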;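 also: inhibitors lower polarization as less probe binds the enzyme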
PME-1 primary: PME-1 inhibitors via competitive probe labeling, primary screen, biochemical, fluorescence polarization, FP-Rh probe, HTS; recombinant PME-1; inhibition, % at 5.9 µM; actives 0.53% (n = 320,000); AID 2130, 2009;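 active = inhibition above the campaign mean of all compounds plus 3 SD, cut at about 26% in these data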;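 also: competitive labeling of PME-1 active site by serine hydrolase directed probe; 0% = PME-1 with DMSO and 100% = wells lacking PME-1 enzyme; inhibitors block probe labeling so polarization falls and inhibition rises; many of its hits are not listed in these tables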
PAFAH1B3 FP inh: PAFAH1B3 enzyme inhibitors, primary screen, biochemical, fluorescence polarization, human. Platelet-activating factor acetylhydrolase IB subunit alpha1 (Homo sapiens), Q15102. recombinant PAFAH1B3, FP-rhodamine probe. inhibition, % at 3.39 µM. actives 0.28% (n = 340,000). AID 492972, 2010;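 active = inhibition above the screen-wide average of all tested compounds plus 3 SD, cut at about 25% in these data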;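 also: 0% = enzyme with DMSO only and 100% = wells lacking PAFAH1B3 protein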
pPAFAH FP inh: pPAFAH enzyme inhibitors, primary screen, biochemical, fluorescence polarization, human. inhibition, % at 3.39 µM. AID 463082, 2010. recombinant pPAFAH, FP-rhodamine probe fluorescence polarization. actives 1.5% (n = 330,000). Platelet-activating factor acetylhydrolase (Homo sapiens), Q13093;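 active = inhibition above the mean inhibition across the screen plus 3 SD, cut at about 25% in these data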;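 also: inhibitors block binding of the rhodamine activity-based probe so polarization drops; 0% = enzyme with DMSO and 100% = wells lacking pPAFAH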
Target sequence (Q13093 whole entry, looked up): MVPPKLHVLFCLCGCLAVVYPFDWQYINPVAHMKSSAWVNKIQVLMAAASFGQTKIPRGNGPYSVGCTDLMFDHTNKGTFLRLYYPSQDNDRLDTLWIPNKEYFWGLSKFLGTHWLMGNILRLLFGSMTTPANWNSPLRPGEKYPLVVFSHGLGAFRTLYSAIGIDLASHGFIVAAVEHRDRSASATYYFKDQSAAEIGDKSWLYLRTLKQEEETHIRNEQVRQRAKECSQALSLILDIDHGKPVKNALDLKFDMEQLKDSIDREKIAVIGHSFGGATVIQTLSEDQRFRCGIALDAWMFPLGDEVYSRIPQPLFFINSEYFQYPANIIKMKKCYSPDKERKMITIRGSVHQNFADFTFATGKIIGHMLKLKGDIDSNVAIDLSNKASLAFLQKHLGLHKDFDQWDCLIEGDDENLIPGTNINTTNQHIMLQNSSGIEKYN
PAD4 inh: human PAD4 inhibitors, primary screen, biochemical, fluorescence polarization, 1536-well format; Protein-arginine deiminase type-4 (Homo sapiens), Q9UM07; recombinant PAD4, RCA probe fluorescence polarization; inhibition, % at 6.36 µM; actives 0.41% (n = 330,000); AID 485272, 2010;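 active = percent inhibition above a cutoff equal to the mean of all tested compounds plus 3 SD, cut at about 15% in these data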;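 also: 0% = PAD4 with RCA probe and DMSO and 100% = probe without PAD4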
PAFAH2 inh: PAFAH2 enzyme inhibitors, primary screen, biochemical, fluorescence polarization, human; Platelet-activating factor acetylhydrolase 2, cytoplasmic (Homo sapiens), Q99487; recombinant PAFAH2, FP-rhodamine activity probe; inhibition, % at 3.39 µM; actives 0.99% (n = 340,000); AID 492956, 2010;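 active = inhibition above the mean over all tested compounds plus 3 SD, cut at about 30% in these data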;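 also: inhibitors block probe labeling of enzyme so polarization drops; 0% = enzyme with DMSO and 100% = wells lacking PAFAH2 protein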
The depositor's hits bear a star. Some of the compounds tested; count on the stated rates, not on these rows.

CCSc1ccccc1C(=O)N1CCN(c2ccc([N+](=O)[O-])cc2)CC1 was read as LYPLA1 inh 1, PAFAH1B2 inh -2, GSTO1 counter 0, Fam108B inh -1, PME-1 primary 3, PAFAH1B3 FP inh 9, pPAFAH FP inh 0, PAD4 inh 2 and PAFAH2 inh 5.
`CCOc1ccccc1NC1=NC2CS(=O)(=O)CC2S1` (stereo not drawn) gave LYPLA1 inh -2, PAFAH1B2 inh 3, GSTO1 counter -12, Fam108B inh 0, PME-1 primary 0, PAFAH1B3 FP inh -1, pPAFAH FP inh 5, PAD4 inh -2 and PAFAH2 inh -3.
Screening CCOc1ccc(OCCOC(=O)CN(C)S(=O)(=O)c2ccc(NC(C)=O)cc2)cc1 returned LYPLA1 inh -2, PAFAH1B2 inh 2, GSTO1 counter 1, Fam108B inh 1, PME-1 primary 5, PAFAH1B3 FP inh 9, pPAFAH FP inh 1, PAD4 inh 0 and PAFAH2 inh 3.
Screening COc1cccc(CN2CCNC(=O)C2CC(=O)N2CCOc3ccccc3C2)c1OC (stereo not drawn) returned LYPLA1 inh -4, GSTO1 counter -1, Fam108B inh 5, PME-1 primary 1, pPAFAH FP inh -1 and PAD4 inh 2.
`Cc1nn2c(=O)cc(CSCC(=O)Nc3ccccc3Cl)nc2s1` gave LYPLA1 inh 3, PAFAH1B2 inh 4, GSTO1 counter 6, Fam108B inh -2, PME-1 primary -3, PAFAH1B3 FP inh 5, pPAFAH FP inh 4, PAD4 inh 8 and PAFAH2 inh -1.
Screening CCc1ccc(OCc2nnc(SCC(=O)NCc3ccco3)o2)cc1 returned LYPLA1 inh 0, PAFAH1B2 inh 2, GSTO1 counter -3, Fam108B inh 1, PME-1 primary -4, PAFAH1B3 FP inh -4, pPAFAH FP inh 5, PAD4 inh -3 and PAFAH2 inh -5.
`Cn1c(-c2cccs2)nc2ccccc21` gave LYPLA1 inh -1, PAFAH1B2 inh 4, GSTO1 counter 5, Fam108B inh 3, PME-1 primary 3, PAFAH1B3 FP inh 7, pPAFAH FP inh 5, PAD4 inh -6 and PAFAH2 inh -2.
For CCOC(=O)CSc1nnc(-c2ccccc2NC(=O)c2ccccc2)o1 the results were LYPLA1 inh 3, PAFAH1B2 inh 1, GSTO1 counter 5, Fam108B inh 5, PME-1 primary 3, PAFAH1B3 FP inh -3, pPAFAH FP inh 3, PAD4 inh 4 and PAFAH2 inh -23.
CCOc1nc(Nc2ccc([N+](=O)[O-])cc2)nc(NC(C)(C)C)n1 was read as LYPLA1 inh -1, PAFAH1B2 inh 1, GSTO1 counter -3, Fam108B inh -4, PME-1 primary 4, PAFAH1B3 FP inh 7, pPAFAH FP inh 7, PAD4 inh 1 and PAFAH2 inh -5.
`CCn1c(C(C)NC(=O)Cc2ccccc2)nc2ccccc21` (stereo not drawn) gave LYPLA1 inh 2, PAFAH1B2 inh 7, GSTO1 counter -3, Fam108B inh 5, PME-1 primary -3, PAFAH1B3 FP inh 10, pPAFAH FP inh 5, PAD4 inh -5 and PAFAH2 inh -10.
For CC(CNC(=O)C1CCCCC1C(=O)O)c1ccccc1 (stereo not drawn) the results were LYPLA1 inh 0, PAFAH1B2 inh 14, GSTO1 counter 7, Fam108B inh -1, PME-1 primary -1, PAFAH1B3 FP inh 6, pPAFAH FP inh 6, PAD4 inh 7 and PAFAH2 inh -13.
CCOc1cc(C#N)c(NC(=O)c2cccnc2Cl)cc1OCC was read as LYPLA1 inh 2, PAFAH1B2 inh 6, GSTO1 counter 2, Fam108B inh 1, PME-1 primary -1, PAFAH1B3 FP inh -4, pPAFAH FP inh 1, PAD4 inh 1 and PAFAH2 inh -5.

Retrieved by structure from the list above:
`CCn1c(C(C)NC(=O)Cc2ccccc2)nc2ccccc21` (stereo not drawn) gave LYPLA1 inh 2, PAFAH1B2 inh 7, GSTO1 counter -3, Fam108B inh 5, PME-1 primary -3, PAFAH1B3 FP inh 10, pPAFAH FP inh 5, PAD4 inh -5 and PAFAH2 inh -10.
`CCOc1ccccc1NC1=NC2CS(=O)(=O)CC2S1` (stereo not drawn) gave LYPLA1 inh -2, PAFAH1B2 inh 3, GSTO1 counter -12, Fam108B inh 0, PME-1 primary 0, PAFAH1B3 FP inh -1, pPAFAH FP inh 5, PAD4 inh -2 and PAFAH2 inh -3.

Further structures follow:
CCOC(=O)c1c(NC(=O)c2ccc(N3C(=O)[C@@H]4[C@H](C3=O)[C@H]3C=C[C@@H]4C3)cc2)sc2c1CC(C)CC2 (stereo partly drawn) was read as LYPLA1 inh 2, PAFAH1B2 inh -2, GSTO1 counter 3, Fam108B inh -4, PME-1 primary 1, PAFAH1B3 FP inh 2, pPAFAH FP inh -1, PAD4 inh -1 and PAFAH2 inh 3.
`COCc1ccc(-c2c(-c3cc(OC)cc(OC)c3)oc(=O)c3cc(OC)c(OC)cc23)cc1` gave LYPLA1 inh -7, PAFAH1B2 inh -9, PME-1 primary -2, PAFAH1B3 FP inh -3, pPAFAH FP inh -2, PAD4 inh 2 and PAFAH2 inh 4.
CN(C(=O)CSc1nnnn1-c1ccccc1)C1CCCCC1 was read as LYPLA1 inh 3, PAFAH1B2 inh 1, GSTO1 counter 4, Fam108B inh -1, PME-1 primary -9, PAFAH1B3 FP inh -1, pPAFAH FP inh 1, PAD4 inh 1 and PAFAH2 inh 2.
For CCc1ccc(C(=O)/C=C/Nc2ccc(S(=O)(=O)Nc3onc(C)c3C)cc2)cc1 the results were LYPLA1 inh 2, PAFAH1B2 inh 5, GSTO1 counter -1, Fam108B inh 7, PME-1 primary 5, PAFAH1B3 FP inh 15, pPAFAH FP inh -1, PAD4 inh -4 and PAFAH2 inh 12.
For CNC(=O)COC(=O)c1ccc2c(c1)S(=O)(=O)c1ccccc1C2=O the results were LYPLA1 inh 5, PAFAH1B2 inh 2, GSTO1 counter 1, Fam108B inh 2, PME-1 primary -3, PAFAH1B3 FP inh 13, pPAFAH FP inh 5, PAD4 inh -5 and PAFAH2 inh -15.
CCOC(=O)C1(Cc2ccc(Cl)cc2)CCN(Cc2nccn2CC)CC1 was read as LYPLA1 inh -3, PAFAH1B2 inh 7, GSTO1 counter 0, Fam108B inh 7, PME-1 primary 1, PAFAH1B3 FP inh 4, pPAFAH FP inh 1, PAD4 inh 1 and PAFAH2 inh 6.
Screening O=C(Nc1ccccc1)OCc1cnc(Cl)s1 returned LYPLA1 inh 1, PAFAH1B2 inh -6, GSTO1 counter 11, Fam108B inh 0, PME-1 primary -4, PAFAH1B3 FP inh -2, pPAFAH FP inh -1, PAD4 inh 3 and PAFAH2 inh 4.
For Cc1cccc(-c2ncc(S(=O)(=O)C(C)(C)C)c(N)n2)c1 the results were LYPLA1 inh 4, PAFAH1B2 inh 3, GSTO1 counter 13, Fam108B inh 0, PME-1 primary 1, PAFAH1B3 FP inh 16, pPAFAH FP inh 6, PAD4 inh 4 and PAFAH2 inh -8.
`CCOc1ccc(Nc2oc(-c3ccccc3Cl)nc2C#N)cc1` gave LYPLA1 inh -1, GSTO1 counter 10, Fam108B inh -2, PME-1 primary -7, pPAFAH FP inh 5 and PAD4 inh -1.
Screening CCc1ccc(N2C(=O)c3cc(N4CCOCC4)c([N+](=O)[O-])cc3C2=O)cc1 returned LYPLA1 inh 3, GSTO1 counter 2, Fam108B inh -3, PME-1 primary 0, pPAFAH FP inh 3 and PAD4 inh 0.
Screening O=C(c1cc(-c2ccc(F)cc2)on1)N1CCOCC1 returned LYPLA1 inh 2, PAFAH1B2 inh -9, GSTO1 counter 4, Fam108B inh 0, PME-1 primary 1, PAFAH1B3 FP inh 13, pPAFAH FP inh 2, PAD4 inh 1 and PAFAH2 inh 7.
Screening CC[C@]1(C(=O)OC)[C@H]2C(=O)N(Cc3ccccc3)C(=O)[C@H]2[C@H]2CN=C(SCC3CC3)N21 returned PAFAH1B2 inh 1, PAFAH1B3 FP inh 5, pPAFAH FP inh -7, PAD4 inh -4 and PAFAH2 inh -2.
For O=C(Nc1ccc(Br)cc1)C1CCN(c2cnccn2)CC1 the results were LYPLA1 inh -2, PAFAH1B2 inh 1, GSTO1 counter 9, Fam108B inh -2, PME-1 primary -3, PAFAH1B3 FP inh 0, pPAFAH FP inh 6, PAD4 inh -1 and PAFAH2 inh -3.
Cc1ccc2cccc(S(=O)(=O)N3CCN(c4cccc(Cl)c4)CC3)c2n1 was read as LYPLA1 inh -4, PAFAH1B2 inh 2, GSTO1 counter 3, Fam108B inh -6, PME-1 primary 0, PAFAH1B3 FP inh 9, pPAFAH FP inh -1, PAD4 inh 3 and PAFAH2 inh 0.
`Cc1ccc(-c2nc(C(=O)NCCCN(C)C)cc3c2[nH]c2ccccc23)cc1` gave LYPLA1 inh -3, PAFAH1B2 inh 1, GSTO1 counter -9, Fam108B inh 3, PME-1 primary 4, PAFAH1B3 FP inh 3, pPAFAH FP inh -4, PAD4 inh 3 and PAFAH2 inh -1.
For CC(C)Oc1cccc(-c2cc(C(=O)NC(=S)N(C)c3ccccc3C(=O)O)c3ccccc3n2)c1 the results were LYPLA1 inh -2, PAFAH1B2 inh 9, GSTO1 counter -15, Fam108B inh 0, PME-1 primary -2, PAFAH1B3 FP inh 8, pPAFAH FP inh -7, PAD4 inh 0 and PAFAH2 inh -1.
CC1CN(C(=O)N2c3ccccc3Sc3ccccc32)CC(C)O1 (stereo not drawn) was read as LYPLA1 inh -2, PAFAH1B2 inh 5, GSTO1 counter 3, Fam108B inh 1, PME-1 primary -1, PAFAH1B3 FP inh 7, pPAFAH FP inh 5, PAD4 inh 0 and PAFAH2 inh 4.
For CCOC(=O)CNC(=O)CSc1ncnc2c1cnn2-c1ccc(C)cc1 the results were LYPLA1 inh 1, PAFAH1B2 inh 4, GSTO1 counter -4, Fam108B inh 5, PME-1 primary -4, PAFAH1B3 FP inh 9, pPAFAH FP inh -2, PAD4 inh 8 and PAFAH2 inh 2.
For CC(C(=O)N1CCc2ccccc21)N1CCc2ccccc2C1 (stereo not drawn) the results were LYPLA1 inh 3, PAFAH1B2 inh 4, GSTO1 counter 8, Fam108B inh 5, PME-1 primary 1, PAFAH1B3 FP inh 2, pPAFAH FP inh -2, PAD4 inh 6 and PAFAH2 inh -1.
For COCCNC(=S)NNC(=O)c1ccco1 the results were LYPLA1 inh 0, PAFAH1B2 inh 4, GSTO1 counter 0, Fam108B inh -2, PME-1 primary 4, PAFAH1B3 FP inh 2, pPAFAH FP inh 0, PAD4 inh -1 and PAFAH2 inh 6.
O=C(NCc1ccco1)C1CCN(S(=O)(=O)N2CCOCC2)CC1 was read as LYPLA1 inh 0, PAFAH1B2 inh -2, GSTO1 counter -3, Fam108B inh -2, PME-1 primary 1, PAFAH1B3 FP inh 4, pPAFAH FP inh 1, PAD4 inh -4 and PAFAH2 inh 0.

Bioassay records deposited in PubChem BioAssay by The Scripps Research Institute Molecular Screening Center.
